Assay outcomes as filed in PubChem.
TRPC4 block – inhibitors of mouse TRPC4 channel, primary screen, Fluo4 calcium, HEK293 TRPC4beta/mu-opioid cells; 300,000 compounds, 0.39% hits; B-score at 10 µM; DAMGO-evoked Fluo4 calcium flux; hits give low values; Short transient receptor potential channel 4 (Mus musculus), Q9QUQ5;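 active means B-score over 3 SD under the library average, no early fluorescence shift, positive overall ratio signal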
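Material: HEK293 cells with stable TRPC4beta plus mu-opioid receptor expression; probe or stimulus: DAMGO in two steps, submaximal then maximal; technique: Fluo4 calcium fluorescence by kinetic imaging, 5 s 1 Hz baseline; measure: integrated fluorescence ratio relative to baseline, converted to per-well B score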
MrgX1 agonist – agonists of human MrgX1 receptor, primary screen, HEK293 cells, Fluo-4 calcium flux. Fluo-4 calcium fluorescence, agonist mode; hits give high values. B-score at 10 µM. 310,000 compounds, 0.44% hits. AID 588627, 2011;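 active means calcium response B-score plate-corrected fluorescence ratio at least 3 library SD, with starting fluorescence B-score inside 5 SD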
Target sequence (Q96LB2 whole entry, looked up): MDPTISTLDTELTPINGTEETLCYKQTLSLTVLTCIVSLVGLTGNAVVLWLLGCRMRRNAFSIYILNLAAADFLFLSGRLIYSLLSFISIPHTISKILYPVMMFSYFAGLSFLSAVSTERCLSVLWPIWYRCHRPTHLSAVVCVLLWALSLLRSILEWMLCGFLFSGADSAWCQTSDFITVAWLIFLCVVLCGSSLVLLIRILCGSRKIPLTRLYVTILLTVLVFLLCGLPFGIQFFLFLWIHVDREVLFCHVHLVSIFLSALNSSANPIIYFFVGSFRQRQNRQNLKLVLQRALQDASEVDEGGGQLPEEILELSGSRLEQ
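Assay system: MrgX1-expressing HEK293 cells / Amount: fifteen thousand cells per well / Doses: test compound in the initial addition of three / Timing: cells plated overnight, dye loaded 0.5 h 37 °C, 0.5 h room temperature / Technique: kinetic calcium dye fluorescence, Fluo-4 NW / Control set: positive and negative controls per plate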
TRPC6 activator – mouse TRPC6 channel activators, primary screen, cell-based, HEK293, membrane potential dye | Short transient receptor potential channel 6 (Mus musculus), Q61143 | HEK293-TRPC6 membrane potential dye fluorescence; hits give high values | B-score at 10 µM | 310,000 compounds, 0.13% hits | AID 2550, 2010;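 active means B-score of the integrated fluorescence ratio above library mean plus 3 SD, and starting fluorescence ratio within library mean plus 5 SD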;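 further: higher score means more depolarization so channel activation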
MrgX1 PAM – positive allosteric modulators of MrgX1, primary screen, HEK293 cells, Fluo-4 calcium flux; 310,000 compounds, 0.63% hits; B-score at 10 µM; FDSS; hits give high values; Mas-related G-protein coupled receptor member X1 (Homo sapiens), Q96LB2; AID 588675, 2011;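 active means plate-corrected calcium response at least 3 library SD above typical, normal starting fluorescence, not activating the receptor alone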;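 further: compound read alongside a low EC10 to EC30 dose of BAM8-22 agonist; peak minus trough fluorescence over baseline measured at the second addition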
SKKanGAS inh – S. pyogenes SKKanGAS growth inhibitors in kanamycin, primary screen, streptokinase expression inhibitor project, SKKanGAS strain, BacTiter-Glo luminescence; 300,000 compounds, 1.3% hits; 6 h; AID 1662, 2009; inhibition, % at 7.5 µM;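 active means mean replicate score, as percent of positive control median, at least 50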;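 further: strain carries kanamycin resistance gene driven by streptokinase promoter and grows in 40 µg/ml kanamycin; loss of luminescence reflects streptokinase promoter inhibition or plain growth inhibition; 0% = median of DMSO wells and 100% = positive control at its reference dose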
TRPC6 inh – mouse TRPC6 channel inhibitors, primary screen, cell-based, HEK293, membrane potential dye; ACh-evoked depolarization; hits give low values; AID 2553, 2010; 310,000 compounds, 1.1% hits; B-score at 10 µM;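 active means B-score under library mean minus 3 SD, initial fluorescence not abnormally high, positive integrated signal ratio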;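 further: B-score derived from integrated fluorescence ratio over the kinetic read; more negative B-score means stronger inhibition of depolarization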
TMEM16A inh – TMEM16A chloride channel inhibitors, primary screen, cell-based, HTS | HEK293 TMEM16A/YFP iodide influx fluorescence, ionomycin | 310,000 compounds, 1.2% hits | normalized B-score (activity score, 25-100; higher = stronger inhibition) at 10 µM | Anoctamin-1 (Mus musculus), Q8BHY3 | AID 588511, 2011;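 active means ratio plate-corrected score three or more library SD toward inhibition, starting fluorescence score within five deviations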;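 further: score derived from kinetic fluorescence span divided by baseline fluorescence per well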
MrgX1 antagonist – antagonists of human MrgX1 receptor, primary screen, HEK293 cells, Fluo-4 calcium flux. BAM8-22 antagonism; hits give low values. B-score at 10 µM. 310,000 compounds, 1.3% hits. AID 588676, 2011;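 active means calcium-response B-score plate-corrected more than 3 library SD below zero, starting fluorescence within 5 deviations, no agonist response on first addition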;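 further: peak minus trough fluorescence over baseline after final BAM8-22 challenge near maximal dose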
TRPC4 potent – positive allosteric modulators of TRPC4, primary screen, cell-based, mouse TRPC4beta, HEK293 mu-opioid, Fluo-4 calcium; Short transient receptor potential channel 4 (Mus musculus), Q9QUQ5; DAMGO EC20, Fluo-4 Ca2+ flux; hits give high values; B-score at 10 µM; 310,000 compounds, 0.42% hits;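 active means B-score of calcium response area above 5 SD of library B-scores, with initial fluorescence ratio within 5 SD of library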;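 further: B-score of integrated fluorescence ratio over time as area under calcium response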
ANO1 activ – TMEM16A chloride channel activators or potentiators, primary screen, cell-based, HTS | HEK293 TMEM16A/YFP-H148Q/I152L, iodide quench fluorescence; hits give low values | AID 623877, 2012 | Anoctamin-1 (Mus musculus), Q8BHY3 | 340,000 compounds, 0.3% hits | B-score at 10 µM;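 active means fluorescence-ratio B-score plate-corrected deviation score at least 3 library SD below zero, with starting fluorescence score within 5 deviations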;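 further: channel opened by trigger with iodide after compound preincubation; score built on the fluorescence ratio of max minus min over baseline; more negative score means more quench and so TMEM16A activation or potentiation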
TRPC4 agonist – activators of mouse TRPC4 channel, primary screen, Fluo4 calcium, HEK293 TRPC4beta/mu-opioid cells. Short transient receptor potential channel 4 (Mus musculus), Q9QUQ5. AID 2237, 2010. Fluo4 calcium fluorescence; hits give high values. B-score at 10 µM. 310,000 compounds, 0.49% hits;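 active means B-score above 5 SD of library B-scores, and initial fluorescence ratio not above library mean plus 5 SD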;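 further: positive B-score marks a calcium rise read as TRPC4 activation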
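Incubation: 45 min room-temperature Fluo4 loading, 110 s read / System: HEK293 cells stably co-expressing mouse TRPC4beta and mu-opioid receptor / Signal: Fluo4 fluorescence, kinetic / Control set: buffer (low) and maximal DAMGO (high) / Measure: integrated baseline-normalised fluorescence ratio, converted to per-well B score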
The depositor's hits bear a star; i = inactive; x = not tested or not shown.

SMILES	TRPC4 block	MrgX1 agonist	TRPC6 activator	MrgX1 PAM	SKKanGAS inh	TRPC6 inh	TMEM16A inh	MrgX1 antagonist	TRPC4 potent	ANO1 activ	TRPC4 agonist
O=C1NC(=O)/C(=C/c2cccc3ccccc23)S1	i	i	i	i	24.9	i	i	i	i	i	i
O=C1CS/C(=N\N=C\c2ccco2)N1c1ccccc1	i	i	i	i	-2.1	i	i	i	i	i	i
S=C(NCCCN1CCOCC1)NC1CC1	i	i	i	i	11.3	i	i	i	i	i	i
CN(Cc1nc2ccccc2c(=O)[nH]1)Cc1nc2ccsc2c(=O)[nH]1	i	i	i	i	8.2	i	i	i	i	i	i
CC(C)CNC(=O)COC(=O)CNC(=O)c1cc(Cl)cc([N+](=O)[O-])c1	i	i	i	i	-1.1	i	i	i	i	i	i
CCOCC(=O)Nc1nnc(Cc2ccc(OC)c(OC)c2)s1	i	i	i	i	-20.4	i	i	i	i	i	i
COc1ccc(S(=O)(=O)N=Nc2c(O)[nH]c3ccccc23)cc1	i	i	i	i	-3.3	i	i	i	i	i	i
Cc1ccc(OS(=O)(=O)c2ccc(-c3csc(C)n3)s2)c(C)c1	i	i	i	i	8.4	i	i	i	i	i	i
Cc1ccc(OCC(=O)n2nc(C)cc2C)c(C)c1	i	i	i	i	-2.1	i	i	i	i	i	i
CN1CCCCc2c1[nH]c1ccccc1c2=O	i	i	i	i	-0.9	i	i	i	i	i	i
Cc1c(C(=O)N2CCN(C(=O)c3ccco3)CC2)oc2c(Cl)cccc12	i	i	i	i	-4.4	i	i	i	i	i	i
COc1ccc(COC(=O)CN2C(=O)NC3(CCCC3)C2=O)cc1F	i	i	i	i	-11.8	i	i	i	i	i	i
CC(/C=C/c1ccccc1)=N\NC(=O)c1cc(C)nc2ccccc12	i	i	i	i	-3.0	i	i	i	i	i	i
Cc1c(C#N)c(NC(=O)CCl)n(Cc2ccc(F)cc2)c1C	i	i	i	i	0.3	i	i	i	i	i	i
CCc1ccc(NC(=O)CC2C(=O)NCCN2C(=S)Nc2ccccc2)cc1 (stereo not given)	i	i	i	i	0.8	i	i	i	i	i	i
CC(=O)Nc1ccc(OCC(=O)NC(C)c2ccc(F)cc2)cc1 (stereo not given)	i	i	i	i	-3.1	i	i	i	i	i	i
NC(=S)N/N=C/c1ccc(-c2ccccc2)o1	i	i	i	i	-11.5	i	i	i	i	i	i
COc1cccc(-c2cc(C(=O)Nc3c(C)nn(Cc4ccccc4)c3C)no2)c1	i	i	i	i	x	i	i	i	i	i	i
O=C(Nc1ccccc1Cl)N1CCN(c2ncccn2)CC1	i	i	i	i	-17.2	i	i	i	i	i	i
CN1CCN(c2ccc(NC(=O)COc3ccc(Cl)cc3Cl)cc2)CC1	i	i	i	i	11.5	i	i	i	i	i	i
Cn1c(NN)nc2sc3c(c2c1=O)CC(C)(C)OC3	i	i	i	i	-6.8	i	i	i	i	i	i
CCOC(=O)C1=C(N)Oc2cc(C)n(CCc3ccc(OC)c(OC)c3)c(=O)c2C1c1cccnc1 (stereo not given)	i	i	i	i	-0.5	i	i	i	i	i	i
CCN(CC)CCN1c2ccccc2Sc2ccccc21	-6*	i	i	i	-5.2	-6.25*	i	i	i	i	i
C[C@H](NC(=O)c1nc[nH]c1C(=O)N1CCN(c2ccccc2)CC1)C(=O)OC(C)(C)C	i	i	i	i	2.8	i	i	i	i	i	i
CCOC(=O)c1sc2nc(CSc3ccccc3)nc(N3CCCN(C)CC3)c2c1C	i	i	i	i	-7.5	i	i	i	i	i	i
Cc1cccc(C)c1OCCCn1ccnc1	i	i	i	i	-1.8	i	i	i	i	i	i
CCCCCCCCCn1c2c(c(=N)c3c1CCC3)CCC2	i	i	i	i	21.4	-6.32*	100*	i	i	i	i
Cc1cc(=O)oc2cc(Nc3ccccc3)ccc12	i	i	i	i	-6.3	i	i	i	i	i	i
COc1cccc2cc(C(=O)OCc3ccccc3)c(=O)oc12	i	i	i	i	-11.1	i	i	i	i	i	i
COc1ccc(C(=O)Nc2nnc(SCC(=O)NC3CC3)s2)cc1	i	i	i	i	0.9	i	i	i	i	i	i
N#C/C(=C\c1cccs1)C(=O)c1ccccc1	i	i	i	i	-2.1	i	i	i	i	i	i
COc1cc(C(=O)NCC(c2cccnc2)N2CCN(c3ccccc3)CC2)cc(OC)c1OC (stereo not given)	i	i	i	i	-3.7	i	i	i	i	i	i
CCc1cc(=O)oc2c(C)c(OCC(=O)N3CCC(C(=O)O)CC3)ccc12	i	i	i	i	2.3	i	i	i	i	i	i
CN1CCN(C(=O)c2ccc(N(Cc3ccccc3Cl)S(C)(=O)=O)cc2)CC1	i	i	i	i	-3.5	i	i	i	i	i	i
N/C(=N\OCc1ccc([N+](=O)[O-])cc1)c1ccncc1	i	i	i	i	2.1	i	i	i	i	i	i
Cc1c(C(=O)NCc2cccnc2)oc2c1C(=O)CC(C)(C)C2	i	i	i	i	4.7	i	i	i	i	i	i
Cc1ccc2c(c1)C(SCC(=O)NCCc1ccccc1)CC1(CCCC1)O2 (stereo not given)	i	i	i	i	19.7	i	i	i	i	i	i
Cn1cc(C(=O)Nc2ccc(F)c(F)c2)cn1	i	i	i	i	-1.4	i	i	i	i	i	i
CCSc1nnc(NC(=O)CSc2sc3c(O)cc(=O)[nH]c3c2C#N)s1	i	i	i	i	27.5	i	i	i	i	i	i
C=CCN(C)NC(=O)Nc1ccccc1	i	i	i	i	x	i	i	i	i	i	i
CCCCNC(=S)NCC(c1ccccc1)c1c[nH]c2ccccc12 (stereo not given)	i	i	i	i	20.4	i	i	i	i	x	i
COc1ccc(CN2CCN(C(=O)c3cccs3)CC2)c(OC)c1OC	i	i	i	i	-5.5	i	i	i	i	i	i
CCOc1ccc(CCNC(=O)Cn2c(=O)oc3ccccc32)cc1OCC	i	i	i	i	-5.7	i	i	i	i	i	i
N#Cc1c(N(CCO)CCO)nc(N)c2c(N)nc3c(c12)CC(=O)N3Cc1cccs1	i	i	i	i	5.7	i	i	-4.53*	i	i	i
COc1ccccc1C(=O)OCc1nc(N)nc(Nc2ccccc2C)n1	i	i	i	i	-2.8	i	i	i	i	i	i
CNC(=O)CS(=O)CC(=O)Nc1cc(OCCOC)c(Cl)cc1Cl (stereo not given)	i	i	i	i	-6.9	i	i	i	i	i	i
O=C(Nc1ccc2oc(-c3ccccc3)nc2c1)c1cc(-n2cnnc2)ccc1Cl	i	i	i	i	7.4	i	i	i	i	i	i
Cn1nc(C(C)(C)C)c([N+](=O)[O-])c1C(=O)N1CCOCC1	i	i	i	i	-1.3	i	i	i	i	i	i
CSc1ncccc1C(=O)OCC(=O)N(C)c1c(N)n(Cc2ccccc2)c(=O)[nH]c1=O	i	i	i	i	10.8	i	i	i	i	i	i
Cc1cccc(N(CC(=O)N2CCc3ccccc3C2)S(C)(=O)=O)c1C	i	i	i	i	-3.6	i	i	i	i	i	i
CCOC(=O)COc1ccc2nsnc2c1	i	i	i	i	1.2	i	i	i	i	i	i
Cc1ccn2c(=O)nc(SCC(=O)Nc3ccc4c(c3)OCO4)nc2c1	i	i	i	i	1.8	i	i	i	i	i	i
CCN1CCN(C(=O)c2cc3c(s2)-c2ccccc2S(=O)(=O)C3)CC1	i	i	i	i	2.0	i	i	i	i	i	i
O=C(CNc1ccc(Cl)cc1)c1ccc(Br)cc1	i	i	i	i	-4.2	i	i	i	i	i	i
CCn1cc([N+](=O)[O-])c(C(=O)N2N=C(c3ccccc3)CC2c2ccc([N+](=O)[O-])cc2)n1 (stereo not given)	i	i	i	i	12.9	i	i	i	i	i	i
CC(C)(C)c1ccc(C(=O)NNc2ncccc2-n2cccc2)cc1	i	i	i	i	-0.8	i	i	i	i	i	i
Cn1c2c(c(=O)n(C)c1=O)CN(Cc1ccco1)CN2	i	i	i	i	-4.4	i	i	i	i	i	i
CCOC(=O)C1=C(C)NC(=O)NC1c1ccco1 (stereo not given)	x	i	x	i	x	x	i	i	x	i	x
COc1ccsc1C(=O)NCCN1CCOCC1	i	i	i	i	-3.9	i	i	i	i	i	i
NC(=S)N/N=C1\c2ccccc2-c2c(C(=O)O)cccc21	i	i	i	i	2.5	i	i	i	i	i	i

New compounds follow.
SMILES	TRPC4 block	MrgX1 agonist	TRPC6 activator	MrgX1 PAM	SKKanGAS inh	TRPC6 inh	TMEM16A inh	MrgX1 antagonist	TRPC4 potent	ANO1 activ	TRPC4 agonist
COc1ccc(Cl)cc1NC(=O)C(C)N1CCN(c2ccccn2)CC1 (stereo not given)	i	i	i	i	-2.3	i	i	i	i	i	i
Cc1cccc(N2CCN(S(=O)(=O)c3ccc4c(c3)CCN4C(=O)CCC(=O)O)CC2)c1C	x	i	x	i	x	x	i	i	x	i	x
Cc1cccc(/C=N/NC(=O)C2CCCNC2=O)c1 (stereo not given)	i	i	i	i	8.3	i	i	i	i	i	i
O=C(CCCN1C(=O)C(c2ccccc2)Oc2cccnc21)NCc1ccccc1Cl (stereo not given)	i	i	i	i	10.9	i	i	i	i	i	i
CCCCC(=O)N/N=C/c1ccc(N2CCOCC2)c([N+](=O)[O-])c1	i	i	i	i	-1.9	i	i	i	i	i	i

No enrichment for hits (roughly 6.7% active in at least one column).
